# Growth percent in the NCI-60 one-dose screen (48 h, 10 µM unless noted): 100 = growth as untreated, 0 = no growth, -100 = all killed.
# EKVX: EKVX NSCLC. hit rate 3% among 71,000
# CCRF-CEM: CCRF-CEM leukemia; hit rate 7% among 77,000; AID 1794778
# HOP-92: HOP-92 NSCLC cells | hit rate 6.3% among 71,000 | AID 1794738
# SK-MEL-28: SK-MEL-28 melanoma; hit rate 4.1% among 81,000; AID 1794761
# A549/ATCC: A549/ATCC NSCLC; hit rate 3.7% among 81,000; AID 1794740
# M14: M14 melanoma; AID 1794745; hit rate 6.2% among 80,000
# HOP-62: HOP-62 NSCLC | hit rate 3.9% among 80,000
# SK-MEL-5: SK-MEL-5 melanoma. hit rate 6.4% among 80,000
# An asterisk follows results filed as active; nt = not tested or not shown; & = joins results of further samples. How the source made its calls: active means growth percent below 10; inactive means the rest.
structure	HOP-62	HOP-92	SK-MEL-28	A549/ATCC	M14	CCRF-CEM	SK-MEL-5	EKVX
COc1cc(/C=C2\N=C(c3ccccc3)N(c3ccc(-c4nc5ccc(C)cc5s4)cc3)C2=O)ccc1O	112	90	106	88	112	76	92	88
COc1cc(NCCCNC(C)C)c2nccc(C)c2c1	111	91	120	107	105	118	102	128
Nc1c(C(=O)c2ccc(Br)cc2)sc2nc3c(cc12)CCC3	69	50	77	69	101	79	87	nt
CCC1(c2ccccc2)C(=O)Nc2ccc(C(F)(F)F)cc21 (stereo unspecified)	93	101	107	90	96	83	93	107
CCCCCCCCCC1OCC(C)(C)CO1	105	103	109	101	111	105	99	120
COc1ccc(-c2cc(-c3cc(OC)ccc3OC)nc3sc(C(C)=O)c(N)c23)cc1	96	75	91	73	80	80	83	79
CCCC1OC(C)CC(C)(C)O1 (stereo unspecified)	98	nt	105	112	97	94	98	112
N#CC(c1ccc(N)cc1)c1ccc(F)cc1 (stereo unspecified)	127	94	104	100	102	99	101	nt
CN(C)CCOC(c1ccccc1)(c1ccc2ccccc2n1)c1cccs1 (stereo unspecified)	75	35	84	75	68	100	75	84
Clc1ccccc1CSc1cnnc2ccccc12	87	nt	101	83	102	91	93	88

# Taken from above:
# `COc1cc(NCCCNC(C)C)c2nccc(C)c2c1` in SK-MEL-5 is entered as 102
# `CCCC1OC(C)CC(C)(C)O1` (stereo unspecified) in SK-MEL-28 is entered as 105
# `CCCCCCCCCC1OCC(C)(C)CO1` in M14 is entered as 111
# `Nc1c(C(=O)c2ccc(Br)cc2)sc2nc3c(cc12)CCC3` in SK-MEL-28 is entered as 77

# Next part:
structure	HOP-62	HOP-92	SK-MEL-28	A549/ATCC	M14	CCRF-CEM	SK-MEL-5	EKVX
CC(=O)OCC(CCn1ccc(=O)[nH]c1=O)COC(C)=O	95	90	51	91	96	82	96	93
COc1ccc(-n2ncc3c2CCc2cc(S(=O)(=O)c4ccccc4)c(=O)n(Cc4ccccc4)c2-3)cc1	95	24	95	83	90	95	91	nt
CCCCn1cc(/C=C/C(=O)c2cc3ccccc3oc2=O)c2ccccc21	100	80	110	105	92	61	88	74
O=C1c2cc(Br)ccc2-n2c1nc1cc(Br)ccc1c2=O	82	134	89	67	72	72	61	59
CCCCCCCCCCOC(=O)c1ccccn1	91	82	96	112	nt	97	103	120
O=C(Nc1ccc(NC(=O)c2ccc([N+](=O)[O-])cc2)cc1)c1ccc([N+](=O)[O-])cc1	89	104	108	94	106	104	110	117
COc1ccc(/C=C/c2nc(Nc3cccc(NC(=O)Nc4ccc(Cl)cc4)c3)c3ccccc3n2)cc1	92	97	109	104	100	98	nt	92
CCOC(=O)CC(=O)c1cccnc1	110	nt	112	107	104	103	96	111
Cn1cnc([N+](=O)[O-])c1/C=C1\Oc2ccc(Br)cc2C1=O	100	nt	97	104	95	2.6*	91	nt
Cc1ccc(-n2cc(-c3ccccc3)c3c2N=C(SCC(=O)c2ccccc2)N2CCN=C32)cc1	90	90	108	98	102	97	nt	79

# (list continues)
structure	HOP-62	HOP-92	SK-MEL-28	A549/ATCC	M14	CCRF-CEM	SK-MEL-5	EKVX
O=S(=O)(Nc1ccc(I)cc1F)c1ccc(-c2cnc(C3CC3)o2)cc1	52	62	62	51	37	61	63	69
O=c1oc2ccc3ccccc3c2cc1-c1nnc(-c2cc3ccccc3o2)c2nn(-c3ccccc3)cc12	nt	61	76	87	65	66	82	78
COc1cc(-c2cc(-c3ccc(Nc4ncnc5cc(Cl)ccc45)cc3)nc(N3CCN(C)CC3)n2)cc(OC)c1OC	94	78	87	89	81	52	74	102
CS(=O)(=O)c1ccc(-c2nc3ccccc3n2CC(=O)NO)cc1	97	99	104	102	102	100	98	98
CC/C=C\C/C=C\C/C=C\CCCCCCCCOc1cccc(CCOP(=O)(O)OCC[N+](C)(C)C)c1	102	89	100	96	99	97	100	99
CCC1=C(c2ccc(OC)cc2)CCC(C(=O)O)C1C (stereo unspecified)	111	90	108	89	106	101	96	137
COc1cc2cc(Oc3ccc(NC(=O)c4cccc(C(F)(F)F)c4)cc3)c(C)nc2cc1OCCN1CCOCC1	98	93	108	92	99	91	75	75
N#Cc1ccc(-c2nn(-c3ccc(C(=O)O)cc3)cc2CNc2cc(Cl)cc(Cl)c2)cc1	42	47	18	54	34	14	24	63
Cc1cccc(CO)c1	nt	102	109	102	108	110	100	113
O=C(NNC(=S)NC1CCCCC1)c1ccncc1	111	66	109	103	100	91	97	115

# Continuation.
structure	HOP-62	HOP-92	SK-MEL-28	A549/ATCC	M14	CCRF-CEM	SK-MEL-5	EKVX
CCSc1nc(N)c2c(-c3ccc(Cl)cc3)c3c(nc2n1)C(C)CCC3 (stereo unspecified)	109	75	97	82	103	72	94	89
COc1ccc(-c2nc(SCC(C)C)nc(N/N=C(/C)c3ccc(O)cc3)c2C#N)cc1	73	82	102	83	121	90	89	96
S=c1[nH]cc2cnccn12	90	130	127	105	104	93	105	117
CCCC(=O)N1CCOCC1	109	96	115	101	97	98	98	nt
COc1ccccc1-c1cnc2c(Oc3ccc4c(C)cc(=O)oc4c3)nc(-c3ccc(Cl)cc3)cn12	110	152	122	108	109	106	104	126
Cc1ccc2c(c1)C(N1CCCC1=O)CCN2Cc1ccccc1Cl (stereo unspecified)	86	nt	106	83	97	nt	93	82
CN1CC(c2ccc([N+](=O)[O-])cc2)C(C(=O)c2cccc(O)c2)C12C(=O)c1ccccc1C2=O (stereo unspecified)	97	96	113	114	46	108	100	96
CC1(C)CC(=O)C2=C(C1)OC(N)=C(C#N)C2c1cc2ccccc2n2nnnc12 (stereo unspecified)	93	77	105	95	109	89	111	113
CC1OC1c1ccc(-c2ccc(C3OC3C)cc2)cc1 (stereo unspecified)	115	74	116	94	107	81	102	115
Clc1ccc(-c2nnc(-c3ccc4ccccc4c3)o2)cc1	125	89	106	nt	112	101	99	98

# Random excerpt: 2 records from the list.
structure	HOP-62	HOP-92	SK-MEL-28	A549/ATCC	M14	CCRF-CEM	SK-MEL-5	EKVX
CCSc1nc(N)c2c(-c3ccc(Cl)cc3)c3c(nc2n1)C(C)CCC3 (stereo unspecified)	109	75	97	82	103	72	94	89
Clc1ccc(-c2nnc(-c3ccc4ccccc4c3)o2)cc1	125	89	106	nt	112	101	99	98

# Further entries.
structure	HOP-62	HOP-92	SK-MEL-28	A549/ATCC	M14	CCRF-CEM	SK-MEL-5	EKVX
CCc1c(N)nc(N)nc1Nc1ccc(C)c(C)c1	115&98	107&70	103&102	98&92	97&109	94&89	97&94	104&93
COC(=O)c1nn(C)c(=O)[nH]c1=O	105	nt	111	102	110	97	106	101
O=C(NNc1nc2cc(F)ccc2n2c(CO)ccc12)c1cnccn1	5.7*	12	25	14	nt	7.4*	6.4*	4.5*
c1ccc2c(c1)[nH]c1c2cc[n+]2cc3c(cc12)CCCC3	19	nt	33	64	20	1.3*	18	nt
O=C(c1ccccc1)C1C(=O)N2C(=S)N(c3ccccc3)C(=O)C2C1c1ccc(Cl)cc1 (stereo unspecified)	93	91	94	101	96	98	92	100
CC1(C)OC(=O)C(=Cc2cccc(Br)c2)C(=O)O1	88	86	119	88	109	93	95	100
O=CCCCOCc1ccccc1	93	91	112	95	96	104	100	96
Nc1nc(NCc2ccccc2)c2c(n1)[nH]c1cc(Cl)c(O)cc12	54	81	100	71	94	75	87	82
COc1ccc(CSc2nc3ccc(Cl)cc3c(=O)n2-c2ccccc2OC)cc1	100	84	105	100	104	94	97	nt
CCOc1cccc(Cc2c[nH]c(=O)[nH]c2=O)c1	106	100	103	107	109	100	99	nt

# (cont.)
structure	HOP-62	HOP-92	SK-MEL-28	A549/ATCC	M14	CCRF-CEM	SK-MEL-5	EKVX
NC(=O)c1cc[n+](CC2=C(C(=O)[O-])N3C(=O)[C@@H](NC(=O)Cc4cccs4)[C@H]3SC2)cc1	102	113	102	106	102	70	96	97
CC1(c2ccc(Cl)cc2)NC(=O)NC1=O (stereo unspecified)	94	93	105	103	97	nt	101	98
O=C(N/N=C/c1ccc(Cl)cc1)c1cccnc1	103	81	143	99	100	108	94	108
CC1(C)CC[C@]2(C(=O)Nc3ccccn3)CC[C@]3(C)C(=CC[C@@H]4[C@@]5(C)C/C(=C/c6cccnc6)C(=O)C(C)(C)[C@@H]5CC[C@]43C)[C@H]2C1	55	58	48	27	36	21	-15*	42
O=C(COc1ccc(/C=C2\C(=O)Nc3ccc(F)cc32)cc1)Nc1ccccc1	100	116	106	97	94	97	100	96
Cc1csc(C)n1	97	98	112	111	109	116	94	99
CC(C)(C)n1cc(-c2ccnc(NCCCNS(=O)(=O)c3cccc4ccccc34)c2)c(-c2cccc(O)c2)n1	48	38	-37*	29	2.7*	22	-20*	42
CCOC(=O)c1c(C)nc2c(c1N)/C(=C/c1ccc(OC)c(O)c1)C(=O)N2c1cc(OC)c(OC)c(OC)c1	92	43	72	73	74	29	81	86
CCC/C(=N/NC(N)=O)C(OC)OC	112	105	107	93	105	89	102	113
Fc1ccc(-c2nc3ncccn3c2-c2nc3ccccc3[nH]2)cc1	98	97	114	102	100	nt	96	nt

# The list continues.
structure	HOP-62	HOP-92	SK-MEL-28	A549/ATCC	M14	CCRF-CEM	SK-MEL-5	EKVX
CCOC(=O)c1cc2c(n1Cc1ccc(OC)cc1)-c1nc(NC(C)=O)sc1CCC2	76	48	101	54	82	79	77	60
Cc1cccc2c1S/C(=C/c1ccc([N+](=O)[O-])cc1)C2=O	93	105	114	106	98	101	99	103
O=c1ccccn1O	104	140	107	89	114	126	104	100
O=C(O)c1nnn(-c2ccc(Cl)cc2)c1-c1ccco1	89	90	114	83	nt	93	99	106
Cc1nnc(/N=C2\NC(=O)/C(=C/C=C/c3ccccc3)S2)s1	nt	57	60	40	50	30	44	67
NS(=O)(=O)c1ccc(C(=O)N/N=C(/CS(=O)(=O)c2ccccc2)c2cc3ccccc3oc2=O)cc1	97	102	95	100	99	106	96	93
CCOC(=O)Cc1ccccn1	86	84	129	93	97	91	100	89
CC1=CC(=O)/C(=C/N2C(=O)/C(=C\c3cccc(O)c3)SC2=S)C(=O)O1	87	73	102	91	95	99	96	99
CC1(C)OC(=O)C(=Cc2ccccc2Br)C(=O)O1	106	nt	115	103	88	98	98	nt
CNC(=O)c1cc(Oc2ccc3c(c2)sc2nc(-c4ccc(Br)cc4)cn23)ccn1	70	79	83	61	65	79	32	45

# Entries of single compounds as entered above. Order of values: HOP-62 | HOP-92 | SK-MEL-28 | A549/ATCC | M14 | CCRF-CEM | SK-MEL-5 | EKVX
# `COc1ccc(-n2ncc3c2CCc2cc(S(=O)(=O)c4ccccc4)c(=O)n(Cc4ccccc4)c2-3)cc1` across the screens: 95 | 24 | 95 | 83 | 90 | 95 | 91 | nt
# `Cc1nnc(/N=C2\NC(=O)/C(=C/C=C/c3ccccc3)S2)s1` across the screens: nt | 57 | 60 | 40 | 50 | 30 | 44 | 67
# `CC1(C)CC(=O)C2=C(C1)OC(N)=C(C#N)C2c1cc2ccccc2n2nnnc12` (stereo unspecified) across the screens: 93 | 77 | 105 | 95 | 109 | 89 | 111 | 113
# `COc1ccc(-c2cc(-c3cc(OC)ccc3OC)nc3sc(C(C)=O)c(N)c23)cc1` across the screens: 96 | 75 | 91 | 73 | 80 | 80 | 83 | 79
# `Cc1cccc(CO)c1` across the screens: nt | 102 | 109 | 102 | 108 | 110 | 100 | 113

# Following part.
structure	HOP-62	HOP-92	SK-MEL-28	A549/ATCC	M14	CCRF-CEM	SK-MEL-5	EKVX
CC(=O)NNC(=S)/N=C/C(C(=O)Nc1ccccc1)=C(/C)O	92	80	108	94	94	96	95	83
O=S(=O)(Oc1ccc(-c2cn3ccoc3n2)cc1)c1cccc(C(F)(F)F)c1	104	92	106	100	105	106	96	102
O=C1CC2C=CCN2C=C1NC(=O)c1ccccc1 (stereo unspecified)	114	110	103	93	99	109	100	95
CC(C)CCC[C@@H](C)[C@H]1CC[C@H]2[C@@H]3CC[C@@]45O[C@@H]4C(=O)CC[C@]5(C)[C@H]3CC[C@]12C	97	nt	98	102	103	103	99	104
Cc1cc(N)nc2ccccc12	91	106	96	99	93	107	108	95

# Bioassay records: PubChem BioAssay, NCI

# This is a random part of the collection; 12% or so of the library scored in one or more.
